# Screening results: PubChem BioAssay, NMMLSC
# S aureus QS inh: inhibitors of bacterial quorum sensing in S. aureus | AID 527 | inhibition, % at 2 µM | S. aureus RN6390 RNAIII-GFP reporter, AIP-induced, flow cytometry 3 h | 24,000 compounds, 0.3% hits;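 active = share of bacteria positive for the green fluorescent reporter and its mean brightness both inhibited by 50% or more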;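 note: 0% = AIP-stimulated control and 100% = unstimulated bacteria without AIP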
# S aureus QS inh GFP MFI %: also measured in S aureus QS inh; calls as there; inhibition, %; measured here: inhibition of GFP MFI
# * marks the source's active call; other numbers are inactive results.
S aureus QS inh	S aureus QS inh GFP MFI %	SMILES
0	-2	C1CCc2nnc(-c3nnc4n3CCCCC4)n2CC1
3	10	CC(=O)c1ccc(NC(=O)Cn2nc(C)cc2C)cc1
1	4	CC1=C(C#N)C(c2ccc3ncccc3c2)C(C#N)=C(C)N1
1	-6	O=C(NC1=NCCS1)Nc1ccccc1
0	6	Cn1c(=O)[nH]c(=O)c2c1nc(N(CCO)Cc1ccccc1)n2Cc1ccccc1Cl
0	-24	Cn1c(Cn2c(=O)sc3ccccc32)nnc1SCc1cccc(F)c1
-5	-27	CCOC(=O)c1sc2nc(CC(=O)OC)nc(NCCN3CCOCC3)c2c1C
0	4	Cn1cccc1C(=O)NC(=O)CSc1nnc(C2CC2)n1-c1ccccc1
-3	-12	N#CC1=C(N)Oc2n[nH]c(-c3ccc(F)cc3)c2C1c1cccc(OC(=O)N2CCOCC2)c1 (stereo unspecified)
-8	-18	COc1ccccc1CNC(=O)c1ccc(CS(=O)(=O)c2ccccc2OC)o1
-3	-3	CCOC(=O)C(C)n1cnc2c(oc3ccccc32)c1=O (stereo unspecified)
1	0	Cc1c(C(=O)O)oc2ccc(S(=O)(=O)NCc3ccc(F)cc3)cc12
-2	-8	CCOC(=O)N1CCC(N2C(=O)c3ccccc3C2Nc2ccc(Cl)cn2)CC1 (stereo unspecified)
2	5	COC(=O)c1[nH]c2ccc(C)cc2c1NC(=O)CN1CCCC(C)(C)C1
0	-14	CC1CCC(C(=O)NC(C(=O)N2CCN(c3ccccn3)CC2)C(C)C)CC1 (stereo unspecified)
-2	2	O=C(Nc1nc2ccccc2n1CCN1CCOCC1)c1cn(-c2ccccc2)nc1-c1ccccc1
0	-22	Nc1nc(C2C(=O)CCCC2=O)cs1
0	1	COc1ccc(N(CC(=O)Nc2ccc(C)c(C)c2)S(=O)(=O)c2c(C)n[nH]c2C)cc1
-3	-12	CCCCC[C@H](O)/C=C/C1=C(CCCCCCC(=O)O)C(=O)CC1
-8	-56	Cc1csc(NC(=O)c2cnc3ccccn3c2=O)n1
8	11	O=C(c1ccco1)N1CCN(c2nc3ccsc3c(=O)s2)CC1
-6	-13	CCC(Sc1nccn1C)C(=O)Nc1nnc(C)s1 (stereo unspecified)
16	25	C/C(=C1/SC(N2CCCC2)=NC1=O)c1ccc(Br)cc1
-1	2	C#CC(C)(C)NC(=O)c1ccccc1OC
10	20	COc1ccc(S(=O)(=O)Nc2ccc3c(c2)OCO3)cc1OC
-2	-2	CN1C(=O)c2ccccc2C(C(=O)NCCCN2CCCC2)C1c1c[nH]c2ccccc12 (stereo unspecified)
-1	14	Oc1ccc(-c2nc3cnccn3c2Nc2ccc3c(c2)OCCO3)cc1
2	5	CCN(CC)CCn1c(SCC(=O)NCc2ccco2)nc2c(sc3ccccc32)c1=O
-2	-14	CS(=O)(=O)N1CCCC(C(=O)NCc2ccc(F)cc2Cl)C1 (stereo unspecified)
1	2	CCOC(=O)C1CCCN(C(=O)Cc2c(C(=O)O)[nH]c3ccccc23)C1 (stereo unspecified)
19	26	COc1ccc(-n2c(Cc3cccn3C)nnc2SCC(=O)Nc2ccc(Cl)cc2)cc1
2	-2	COC(=O)C1CCCN1C(=O)C1CCCN1C(=O)CNC(=O)OCc1ccccc1 (stereo unspecified)
-3	-8	Nc1ccc(S(=O)(=O)Nc2ncccn2)cc1
-3	-11	CCC(=O)N1CCc2cc(S(=O)(=O)NCCN3CCCCC3CC)ccc21 (stereo unspecified)
2	8	COc1ccc(N2CCN(C(c3ccccc3)c3sc4nc(C)nn4c3O)CC2)cc1 (stereo unspecified)
10	22	CCn1c(N)c(C(=O)N2CCOCC2)sc1=S
-1	-8	CCCCC(CC)CNS(=O)(=O)c1ccc2c(c1)CCN2C(=O)CCC(=O)O (stereo unspecified)
2	18	Cc1cc(=O)n2nc(N3CCCC3C(=O)NCCCN3CC(C)CC(C)C3)sc2n1 (stereo unspecified)
-2	-6	CC(=O)OCCNc1cc(N2CCN(C)CC2)c2noc3c2c1C(=O)c1ccccc1-3
-3	-7	CCOC(=O)C1=C(O)C(Nc2nccs2)(C(F)(F)F)N=C1C (stereo unspecified)
0	-8	Cc1cnc(C(=O)OCC(=O)Nc2ccc(Oc3ccccc3)cc2)cn1
-3	-5	COc1cc(N2CCOCC2)ncn1
1	7	CC(=O)c1ccc(NC2c3ncccc3C(=O)N2Cc2ccc(F)cc2)cc1 (stereo unspecified)
-4	-11	Cn1cccc1Cc1nnc(SCC(=O)NCc2ccco2)n1CCc1ccccc1
6	16	COc1ccc(C(C(=O)NC2CCCC2)N2CCc3ccccc32)cc1 (stereo unspecified)
0	-20	CC1(C)S[C@@H]2[C@H](NC(=O)[C@H](C(=O)O)c3ccsc3)C(=O)N2[C@H]1C(=O)O
-1	-5	CCCC1(C(=O)O)NC(c2ccccc2O)C2C(=O)N(Cc3ccccc3)C(=O)C21 (stereo unspecified)
8	22	Cc1cc(NC(=O)CSc2nc(C3CCCCC3)nc3ccccc23)no1

# A second format for some results above:
Cc1cc(=O)n2nc(N3CCCC3C(=O)NCCCN3CC(C)CC(C)C3)sc2n1 (stereo unspecified)
  S aureus QS inh: 2	S aureus QS inh GFP MFI %: 18
COc1cc(N2CCOCC2)ncn1
  S aureus QS inh: -3	S aureus QS inh GFP MFI %: -5
CC1(C)S[C@@H]2[C@H](NC(=O)[C@H](C(=O)O)c3ccsc3)C(=O)N2[C@H]1C(=O)O
  S aureus QS inh: 0	S aureus QS inh GFP MFI %: -20

# Next records.
S aureus QS inh	S aureus QS inh GFP MFI %	SMILES
-2	-12	CCCC1c2ccc(C)n2CCN1C(=O)Nc1ccccc1Cl (stereo unspecified)
0	2	COc1ccc(NC(=O)C2CCCCN2S(=O)(=O)c2ccc(F)cc2)cc1 (stereo unspecified)
-6	-23	Cc1cccc(-c2noc(CCc3ccccc3)n2)c1
-1	-4	CCN(C(=O)c1coc(=O)c2ccccc12)c1cc(OC)ccc1OC
1	4	O=C(COC(=O)c1cc(-c2ccco2)nc2ccccc12)NCc1ccc2c(c1)OCO2
2	6	Oc1cccc(Nc2nc(NCC3CCCO3)c3ccccc3n2)c1 (stereo unspecified)
-6	-18	COc1cc(C(=O)NCCC(=O)NCCCN2CCCCC2)cc(OC)c1OC
10	10	COc1ccc(-c2cn3c(C)c(C(=O)Nc4cccc(C)n4)sc3n2)cc1
-6	-5	COc1ccc(C2=NOC(C(=O)Nc3c(C)n(C)n(-c4ccccc4)c3=O)C2)cc1OC (stereo unspecified)
2	11	CCC(=O)N1CCc2cc(S(=O)(=O)NCCCOC)ccc21
0	-17	O=C(OCn1nnc2ccccc2c1=O)C1CCN(S(=O)(=O)c2cccs2)CC1
-1	3	COCC(=O)N(Cc1nc2ccccc2c(=O)[nH]1)Cc1cccs1

# By substructure: the entries above with a cyano group.
S aureus QS inh	S aureus QS inh GFP MFI %	SMILES
1	4	CC1=C(C#N)C(c2ccc3ncccc3c2)C(C#N)=C(C)N1
-3	-12	N#CC1=C(N)Oc2n[nH]c(-c3ccc(F)cc3)c2C1c1cccc(OC(=O)N2CCOCC2)c1 (stereo unspecified)

# (cont.)
S aureus QS inh	S aureus QS inh GFP MFI %	SMILES
7	64	Cc1[nH]c2ccccc2c1SCCNC(=O)c1ccc(Br)o1
0	5	CCn1cc(C(=O)N2CCOCC2)c(=O)c2cc(S(=O)(=O)N(C)C)ccc21
1	19	Cc1ccc(C)c(-n2c(CNC(=O)c3ccco3)nnc2SCC(=O)N2CCc3ccccc32)c1
0	36	Cc1cccnc1NC(=O)CCCN1C(=O)c2ccccc2C1=O
-1	1	O=C(c1ccc(COCC(F)(F)F)o1)N1CCCCCC1
1	10	CCOc1ccc(NC(=O)Cn2nnc(C(=O)NCc3ccccc3OC)c2N)cc1
7	12	CSC1=C(C#N)C(c2ccc(Cl)cc2)C2=C(CC(C)(C)CC2=O)N1 (stereo unspecified)
-2	-5	COc1ccc(N2CCN(c3oc(COc4ccccc4)nc3C#N)CC2)cc1
-3	-13	O=C(NCc1nnc(SCC(=O)N2CCN(c3ccccc3)CC2)o1)c1ccco1
1	6	O=C(O)c1cc(S(=O)(=O)Nc2ccc3oc(=O)sc3c2)ccc1O
-1	-70	CCOC(=O)N1CCC(N(C(=O)Nc2ccccc2)C(C)CC)CC1 (stereo unspecified)
1	13	COC(=O)Cn1c(CN2CCN(c3ccccc3F)CC2)nc2c1c(=O)n(C)c(=O)n2C

# The final seven entries of the section before open the next one:
S aureus QS inh	S aureus QS inh GFP MFI %	SMILES
1	10	CCOc1ccc(NC(=O)Cn2nnc(C(=O)NCc3ccccc3OC)c2N)cc1
7	12	CSC1=C(C#N)C(c2ccc(Cl)cc2)C2=C(CC(C)(C)CC2=O)N1 (stereo unspecified)
-2	-5	COc1ccc(N2CCN(c3oc(COc4ccccc4)nc3C#N)CC2)cc1
-3	-13	O=C(NCc1nnc(SCC(=O)N2CCN(c3ccccc3)CC2)o1)c1ccco1
1	6	O=C(O)c1cc(S(=O)(=O)Nc2ccc3oc(=O)sc3c2)ccc1O
-1	-70	CCOC(=O)N1CCC(N(C(=O)Nc2ccccc2)C(C)CC)CC1 (stereo unspecified)
1	13	COC(=O)Cn1c(CN2CCN(c3ccccc3F)CC2)nc2c1c(=O)n(C)c(=O)n2C
-3	-4	COC(=O)C1=C(C)Nc2ncnn2C1c1ccc(C)o1 (stereo unspecified)
1	2	CCOC(=O)N1CCN(c2c(NCc3cccs3)c(=O)c2=O)CC1
1	9	C=CCNC(=O)c1cccc(Br)c1
2	9	OCCn1c(CSc2nnc(-c3ccco3)n2-c2ccccc2)nc2ccc(Cl)cc21
-1	-2	Cc1cc(S(=O)(=O)NCCN(C)C)c(C)s1
39	71	Cc1ccnc(NS(=O)(=O)c2ccc(NS(=O)(=O)c3cccs3)cc2)n1
0	-4	Cc1cc(NC(=O)Cc2cn3ccsc3n2)n(-c2ccccc2)n1
-1	-2	Cc1cc(C)c(C)c(S(=O)(=O)Nc2ccc(O)cc2)c1C
-3	-1	COc1ccccc1N(CN1CCCC1=O)C(=O)c1c(F)cccc1F
-1	-22	COc1ccc(OC)c(NC(=O)CCN2CCC(C)CC2)c1
-2	4	CCOc1cc2[nH]c(=O)n(CC3CCC(C(=O)NC(C)CC)CC3)c(=O)c2cc1OCC (stereo unspecified)
-2	14	Cc1ccc(-c2ccc(/C=N/n3cnnc3)o2)cc1Cl
8	21	CCOC(=O)N1CCC(Nc2c(-c3ccc(C)cc3)c(=O)c2=O)CC1
0	2	CCOC(=O)N1CCN(S(=O)(=O)c2c(C)[nH]c(=O)[nH]c2=O)CC1
9	21	CSCCC1C(C#N)=C(N)Oc2n[nH]c(-c3cccs3)c21 (stereo unspecified)
-1	-11	c1ccc2c(c1)Cc1cc(CN3CCOCC3)ccc1-2
-2	-20	Cc1nn(C)c(C)c1S(=O)(=O)N(CC(=O)NCCN1CCOCC1)c1ccc(C(C)C)cc1
-8	-21	CC(=O)C(C(C)=O)C(NC(=O)c1cccnc1)(C(F)(F)F)C(F)(F)F
0	7	O=c1[nH]cnc2c1C1(CCCC1)Cc1ccccc1-2
-1	-7	CCc1ccc(NC(=O)CSc2nc3cc(C(=O)OC)ccc3c(=O)n2Cc2ccco2)cc1
-2	10	O=C(CSCc1cnn(-c2ccccc2)c1-n1cccc1)NCC1CCCO1 (stereo unspecified)
-4	-22	O=C(CSc1nnc(CNC(=O)c2c(F)cccc2Cl)o1)NCc1ccc2c(c1)OCO2
-5	-11	CCOC(=O)C1=C(C)NC(SC(C)=O)=NC1c1ccc(OC(C)=O)c(OC)c1 (stereo unspecified)
-1	-1	CN(C)C(=O)Cn1c(SCC(=O)NC2CCCCC2)nc2ccccc21
0	6	COc1ccccc1N1CCN(Cc2cc(Br)c(O)c3ncccc23)CC1
-1	2	COc1ccc(CC(=O)N2CC(=O)N(CCc3ccccc3)C(=O)C2)cc1
3	15	COc1ccc(-n2c(Cc3cccn3C)nnc2SCC(=O)Nc2nc(C)cs2)cc1
0	-3	COc1ccc(CC(=O)OCc2nnc(C3COc4ccccc4O3)o2)cc1OC (stereo unspecified)
28	40	CC(C)CNC(=O)c1cc(-c2ccco2)on1
-2	2	Cc1cc(C)cc(NS(=O)(=O)c2ccc3[nH]c(=O)[nH]c3c2)c1
0	-1	O=C(Nc1cccc2ncccc12)c1ccc2c(c1)OCCO2
4	11	COc1ccc(CCNC(=O)CS(=O)Cc2nc(-c3cccs3)oc2C)cc1OC (stereo unspecified)
0	7	CCOC(=O)Nc1ccc2c(c1)N(C(=O)CN(CC)CC)c1ccccc1C=C2
-2	-2	CCOc1ccc(-n2c(SCC)nc3c(c2=O)SCC3)cc1
10	19	CC(=O)N1c2ccccc2N(Cc2ccc(C)cc2C)C(=O)C1(C)C
-3	-15	CCOC(=O)Cc1ccc(NS(=O)(=O)c2ccc(SC)cc2)cc1
-1	10	COc1ccccc1-n1cnnc1SCC(=O)c1ccc[nH]1
2	16	CCn1cc(C(=O)NCC2CCCO2)c(=O)c2cc(S(=O)(=O)N(C)C3CCCCC3)ccc21 (stereo unspecified)
-1	-4	CCOC(=O)C1CCCn2c1nc1sc3c(c1c2=O)CCCC3 (stereo unspecified)
1	4	O=C(Cn1cnc2c(cnn2-c2ccc(F)cc2)c1=O)N1CCN(c2ccccc2)CC1
0	1	CN1C(=S)SC(C)(NO)C1(C)C (stereo unspecified)
6	41	COc1ccc(S(=O)(=O)N2CCCN(CCC(=O)Nc3cccc(C(F)(F)F)c3)CC2)cc1
8	4	CCCCNC(=O)CCCn1c(=O)c2ccccc2n(CC(=O)NCCC2=CCCCC2)c1=O
1	7	CCOC(=O)CSC1=C(C#N)C(c2ccc(C)o2)CC(=O)N1 (stereo unspecified)
27	35	Cc1onc(-c2ccccc2)c1C(=O)Nc1nnc(N2CCCCCC2)s1
-1	-13	CCOC(=O)C1CCCN(C(=O)c2sc3nc(-c4ccc(F)cc4)cn3c2C)C1 (stereo unspecified)
3	8	Cc1ccc2c(c1)N(CC(=O)NC1CCCc3ccccc31)C(=O)CO2 (stereo unspecified)
-1	-14	CCOc1ccc(OCC)c(NS(=O)(=O)c2ccc3c(c2)n(C)c(=O)c(=O)n3C)c1
1	7	COC(=O)C1=C(C(C)=O)C(c2ccc(C(=O)OC)cc2)n2nnnc2N1 (stereo unspecified)
-5	-6	C1=C(c2cccc3ccccc23)N2CCN=C2S1
-3	12	O=c1cc(N2CCN(c3ccccc3)CC2)[nH]c(=O)n1-c1ccccc1Cl

# An excerpt; count on the stated rates, not on these rows.
